# Source: PubChem BioAssay (National Center for Advancing Translational Sciences (NCATS))
# ATXN2 expr inh: reduces ATXN2 reporter expression in HEK-293 cells; HEK-293 ATXN2-luciferase reporter, luminescence, 24 h; Potency, µM (top dose mostly 57 µM), for the others: top-dose activity change, negative = inhibition, actives largely listed as inhibitors; hit rate 0.72% among 360,000; AID 1745845; also: potency is read from the fitted curve at half-maximal effect; % is scaled to controls: 0 for no effect and ±100 for the full control effect; nearly all actives have a fitted effect of over 55% in size
#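 ATXN2-luciferase reporter cells (luciferase flanked by upstream and downstream ATXN2 gene portions) were treated 24 h at 37 °C with compounds at up to 57 uM. SteadyGlo luminescence gave expression; GF-AFC fluorescence gave viability.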
# SW480 rereplic: DNA re-replication induction in SW480 cells. hit rate 1.8% among 340,000. SW480 DNA re-replication, Hoechst DNA content imaging, 48 h. Potency, µM (doses to about 46.1 µM), for inactives: top-dose re-replication activation, actives largely listed as activators; also: potency is read from the fitted curve at half-maximal effect; % of control where 0% means no effect; nearly all actives have a fitted effect of over 55% in size
#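 Readout is total intensity of Hoechst-stained nuclei, excited at 405 nm and collected at 500-530 nm. Compound treatment lasted 48 hr at 37 C in 5% CO2 before staining.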
# ATXN viability: reduces viability in counter-screen for ATXN expression inhibitors; hit rate 0.49% among 400,000; S2 cells (HEK-293 line with an ATXN2-luciferase reporter) viability, CellTiter-Fluor protease fluorescence, 24 h; Potency, µM (titrated, usually from 56.7 µM), hits mostly cytotoxic; AID 651635; also: potency is read from the fitted curve at half-maximal effect; nearly all actives have a fitted effect of over 40% in size
# MCF10A rerep: DNA re-replication induction in MCF 10a cells; MCF 10A DNA re-replication, Hoechst nuclear intensity, 48 h; Potency, µM (highest dose often 46.1 µM), for the others: at the top dose activity, positive = re-replication, hits mostly activators; hit rate 2.9% among 350,000; also: potency is read from the fitted curve at half-maximal effect; % of control where 0% means no effect; nearly all actives have a fitted effect of over 50% in size
# HT1080NT lethal: kills 2HG-producing HT-1080-NT fibrosarcoma cells. HT-1080-NT fibrosarcoma viability, CellTiter-Glo ATP luminescence, 48 h. Potency, µM (doses to about 46.1 µM), for inactives: at the highest dose activity, negative = less viability, most hits filed as cytotoxic. hit rate 1.6% among 360,000;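 also: NT is the 2HG producing partner of a matched IDH1 knockdown line; potency is read from the fitted curve at half-maximal effect; 0% = DMSO-treated cells and -100% = media-only wells without cells; nearly all actives have a fitted effect of over 55% in size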
#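 750 cells/well, RPMI + 5% FBS; 2 h settle, compound pin-transfer, 48 h at 37 degrees C. CellTiter-Glo 10 min RT, luminescence. Normalized to DMSO and media-only wells.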
# KB-3-1 tox: KB-3-1 parental cell cytotoxicity; Potency, µM (doses to about 46.1 µM), inactives show at the top dose activity change, negative = cytotoxic, usual class: cytotoxic; KB-3-1 viability, CellTiter-Glo ATP luminescence, 72 h; hit rate 1.4% among 400,000; AID 1347075; also: potency is read from the fitted curve at half-maximal effect; % is scaled to controls: 0 for no effect and ±100 for the full control effect; nearly all actives have a fitted effect of over 60% in size
#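 Cytotoxicity in the drug-sensitive parental line KB-3-1 was scored as loss of CellTiter-Glo luminescence following 72 h incubation with compound. Values come from curve fitting of normalized concentration-response data.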
# HT1080 IDH1KD tx: HT-1080 IDH1 knockdown cell toxicity (counter line) | HT-1080 IDH1 knockdown viability, ATP luminescence, 48 h | Potency, µM (top dose mostly 46.1 µM), without a hit: top-dose activity, negative = toxicity, most hits filed as cytotoxic | hit rate 2% among 360,000;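 also: potency is read from the fitted curve at half-maximal effect; 0% = DMSO wells and -100% = cell-free medium wells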
#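 Viability of IDH1-knockdown HT-1080 fibrosarcoma cells was assessed by CellTiter-Glo after 48 h at 37 °C with titrated compound; concentration-effect curves were classified by fit quality and response size.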
# IL-1B inflam inh: inhibitors of inflammasome signaling (IL-1 beta secretion); THP-1 LPS/ATP IL-1B secretion, AlphaLISA, 16 h; hits give low values; activity change, % at 57.5 µM; hit rate 4.7% among 360,000; in the data active = activity change below about -50%; inconclusive = mostly about -30% to -49%; also: % is scaled to controls: 0 for no effect and ±100 for the full control effect
#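 THP-1 cells pretreated 1 hr with compounds (up to 57.5 uM final), then stimulated with LPS (250 ng/mL final) plus ATP (1.25 mM final); secreted IL-1B measured by AlphaLISA after 16 hr, decreased signal indicating inhibition.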
# HepG2 viability: kills HepG2 cells in TGF-b inhibitor counter-screen. HepG2 CAGA-GFP viability, ATP luminescence, 18 h. Potency, µM (titrated, usually from 46.1 µM), inactives show top-dose activity change, negative = cytotoxicity, usual class: cytotoxic. hit rate 0.76% among 410,000; also: potency is read from the fitted curve at half-maximal effect; some results filed as inactive show a strong effect at the top dose
#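 CellTiter-Glo luminescence gave cytotoxicity after 18 hours at 37 degrees C. The cells were HepG2 CAGA-GFP in 1% FBS DMEM, stimulated with 500 pg/mL TGF-beta after compound addition. %Activity was normalised to no-cell wells (complete cell-killing) and DMSO (no toxicity), and curves were fitted and classified.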
# * hit, by the source's call; i = inactive; ? = inconclusive; . = no result given; & = joins results of further samples; [ ] = dose if it differs, or a comment. Unless noted, calls follow the shape of the dose curve; as a rule, active = well fitted curve in the direction sought with a large enough effect; inconclusive = small, poorly fitted or top-dose-only effect, or another doubt; inactive = no such curve, though single readings can be large; an effect the other way counts as inactive or inconclusive.
# Order of results: ATXN2 expr inh	SW480 rereplic	ATXN viability	MCF10A rerep	HT1080NT lethal	KB-3-1 tox	HT1080 IDH1KD tx	IL-1B inflam inh	HepG2 viability
1	O=C1NC(=Nc2ccccc2)SC1(CO)CO
  0%	-12%	i	-1%	-2%	-2%	-3%	5	-19%
2	COc1ccc(S(=O)(=O)N2CCCCC2)cc1NC(=O)CCNC(=O)c1ccco1
  -9%	21%	i	-2%	-3%	-4%	1%	7	-3%
3	CCN1CCN(C(=O)N(CC(=O)Nc2ccc(C(N)=O)cc2)S(=O)(=O)c2ccc(C)cc2)CC1
  -6%	-2%	i	7%	-4%	4%	0%	-2	16%
4	Cc1ccc(C[n+]2cccc(-c3ccccc3)c2)c(C)c1
  -5%	-7%	i	-5%	-26%	0%	?	-58*	-13%
5	CCOc1ccc(C(=O)OCC(=O)Nc2cc(C)on2)cc1OCC
  -7%	1%	i	-2%	-27%	18%	-30%	2	3%
6	CCOc1ccc(Nc2nc3ccccc3c3nnc(CC)n23)cc1
  -7%	.	i	.	.	6%	.	.	2%
7	Nc1c(C(=O)NC23CC4CC(CC(C4)C2)C3)sc2nc3c(c(C(F)(F)F)c12)CCC3
  12%	?	i	1.6µM*	14%	0%	8%	-11	0%
8	Cc1ccc(C)n1-c1ccc(N2CCOCC2)c([N+](=O)[O-])c1
  -20%	?	?	?	-25%	?	?	-68*	-1%
9	CCc1sc(N(C(=O)Cc2ccccc2)c2ccccc2)nc1-c1ccccc1
  1%	10%	i	?	15%	5%	4%	25	-33%
10	Cc1cccc2cc(/C=N/NC(=O)c3ccccc3O)c(Cl)nc12
  -22%	.	?	7.3µM*	0%	-2%	-21%	11	-32%
11	Cn1c(=O)[nH]c(=O)c2c1nc(N1CCOCC1)n2CCSc1nnnn1-c1ccccc1
  10%	-15%	i	-1%	15%	15%	15%	-10	-4%
12	Cc1ccc(C)n1-c1nnc(N2CCCC(C(=O)Nc3ccc(C(C)C)cc3)C2)s1 (configuration not stated)
  -11%	.	i	.	.	-26%	.	.	-50%
13	Cc1cn2c(=O)cc(COC(=O)COc3ccc(F)cc3)nc2s1
  -2%	.	i	.	.	8%	.	.	-14%
14	O=C1N[C@@H](c2ccccc2)COC(=O)[C@H](Cc2ccc(F)cc2)CC/C=C/C[C@@H]1CC(=O)N(CCO)Cc1ccccc1
  ?	22%	10µM*	?	?	?	?	0	-16%
15	Cc1ccc2nc(N(CCCN(C)C)C(=O)CS(=O)(=O)c3ccccc3)sc2c1
  -4%	-6%	i	2%	-8%	3%	-5%	-21	-13%
16	Cc1ccc(OCC(=O)N2CCN(C(=O)CCC3CCCC3)CC2)cc1
  -5%	-5%	i	0%	0%	-29%	3%[9.24 µM]	-7	-43%
17	CCCS(=O)(=O)N1CCN(C2Cc3ccccc3C2)CC1
  0%	-5%	i	4%	1%	1%	-9%	6	-1%
18	COC(=O)C1=C(C)N(Cc2ccccc2)C(=NCc2cc(OC)c(OC)c(OC)c2)N[C@H]1c1cccc(F)c1
  -30%	23%	?	-11%	-3%	9%	4%	?	-42%
19	COc1ccc(OC)c(N(CC(=O)NCc2ccncc2)S(C)(=O)=O)c1
  3%	-5%	?	7%	13%	5%	-5%	-2	-8%
20	COc1cccc(CNCCSc2nnnn2C)c1OCc1ccc(Cl)cc1
  ?	.	i	.	.	?	.	.	0%
21	COc1ccc(CC(=O)OCC(=O)N2CCc3ccccc32)cc1OC
  9%	-43%	i	-6%	11%	-8%	1%	0	6%
22	O=C(C1CCC(CNS(=O)(=O)c2cccs2)CC1)N1CCN(c2ccc(Cl)cc2)CC1 (configuration not stated)
  ?	7%	i	?	?	?	0%	-15	-45%&-19%
23	Cc1cccc(-c2cnc(C(O)c3ccc(-c4ccccc4)cc3)[nH]2)c1 (configuration not stated)
  -3%	.	?	.	?	0%	?	-2	-61%
24	CCOc1ccc(NC(=O)N(CCC(C)C)C2CCN(C(C)=O)CC2)cc1
  -10%	-2%	i	-11%	8%	-13%	-1%	-12	-42%
25	COc1ccc2c(c1OC)C(=O)N1N=C(c3ccc(Cl)cc3)CC21 (configuration not stated)
  -4%	-10%	i	0%	5%	0%	3%	-82*	-24%
26	CCOC(=O)C1CCN(S(=O)(=O)c2ccc(OCC(=O)OC)cc2)CC1
  -11%	2%	i	-8%	16%	-5%	0%	-53*	-6%
27	COc1ccc(N(C(=O)COc2ccccc2OC)S(=O)(=O)c2ccc(C)cc2)cc1
  -14%	-5%	i	?	-16%	-8%	-18%	37	-16%
28	Clc1ccc(-c2ccnc(Oc3ccc4ccccc4c3)n2)cc1
  3%	11%	i	?	-4%	-1%	14%	2	-36%
29	COc1ccc(C(=O)N2CCCCC2c2cc(C(=O)NCc3ccc(F)cc3)no2)cc1 (configuration not stated)
  -19%	.	i	.	2%	0%	-4%	-11	-17%
30	CC1(C)CC(=O)C/C(=N\NC(=O)C2CC23CCC3)C1 (configuration not stated)
  -7%	-1%	i	-2%	4%	13%	5%	0	-4%
31	COC(=O)C1=C(C)Nc2c(c(=O)n(C)c(=O)n2C)C1c1cccc(O)c1 (configuration not stated)
  7%	-11%	i	1%	1%	3%	1%	15	4%
32	COc1ccc(NC(=O)CC2C(=O)N(c3ccc(F)cc3)C(=O)N2Cc2ccc3c(c2)OCO3)cc1 (configuration not stated)
  3%	.	?	.	.	-2%	.	.	-26%
33	COc1ccnc(Oc2ccc(F)cc2)c1-c1ncn[nH]1
  -15%	0%	i	-2%	20%	14%	11%	-8	-4%
34	COc1ccccc1N1CCN(C(=O)c2cn(Cc3ccccc3)nc2-c2cccnc2)CC1
  8%	2%	i	-2%	6%	1%	8%	49	6%
35	O=C(NCc1ccco1)c1cc2c(s1)CSC2
  -3%	?	i	?	-1%[9.24 µM]	1%	?	1	0%
36	Cc1c(O)ccc(-c2n[nH]c(C(=O)O)c2-c2nc3ccccc3s2)c1O
  14%	-8%	i	0%	9%	3%	4%	25	1%
37	CCC(=O)Nc1cc(C(C)(C)C)ccc1C(C)=O
  -2%	-701%[inhibitor]	?	0%	11%	28%	7%	14	1%
38	C[C@]12c3[nH]c4ccc(Cl)cc4c3CCN1C(=O)[C@@H](CC(=O)NCC13CC4CC(CC(C4)C1)C3)C[C@@H]2C(=O)N1CCOCC1
  ?	?	?	?	23µM*	?	?	?	-71%
39	CCCN1CCN(CCCNC(=O)Cn2nc(C)n3c(cc4cc(F)ccc43)c2=O)CC1
  12%&10%	-24%	i	-6%	8%	7%&-2%	0%	14	6%&0%
40	O=C(Nc1ccc2c(c1)CCC2)c1cc(=O)[nH]c2ccccc12
  -28%	3%	i	-11%	-3%	11%	4%	13	17%
41	O=S(=O)(c1cnc(Cl)c(Br)c1)N1CCN(c2ncccn2)CC1
  1%	-1%	i	-1%	1%	4%	-2%	-15	9%
42	COc1ccc(N(CC(=O)NC2CCCC2)C(=O)CS(=O)CC(=O)Nc2ccc3c(c2)OCO3)cc1 (configuration not stated)
  -5%	-2%	i	-2%	1%	4%	1%	8	6%
43	CSc1ccc(S(=O)(=O)Nc2ccc(OCC(=O)N3CCOCC3)cc2)cc1
  13%	4%	i	5%	7%	-7%	10%	-3	11%
44	O=c1c2ccccc2c(/C=N/n2cnnc2)c(O)n1-c1ccccc1
  4%	-5%	.	0%	1%	4%	1%	8	13%
45	CCOc1ccc(C(=O)c2cn(Cc3cccc(OC)c3)c3cc4c(cc3c2=O)OCO4)cc1
  ?	.	?	.	.	12%	.	.	-21%

# Quoted at random: 2 entries already listed
# Order of results: ATXN2 expr inh	SW480 rereplic	ATXN viability	MCF10A rerep	HT1080NT lethal	KB-3-1 tox	HT1080 IDH1KD tx	IL-1B inflam inh	HepG2 viability
45	CCOc1ccc(C(=O)c2cn(Cc3cccc(OC)c3)c3cc4c(cc3c2=O)OCO4)cc1
  ?	.	?	.	.	12%	.	.	-21%
44	O=c1c2ccccc2c(/C=N/n2cnnc2)c(O)n1-c1ccccc1
  4%	-5%	.	0%	1%	4%	1%	8	13%

# Going on with the list.
# Order of results: ATXN2 expr inh	SW480 rereplic	ATXN viability	MCF10A rerep	HT1080NT lethal	KB-3-1 tox	HT1080 IDH1KD tx	IL-1B inflam inh	HepG2 viability
46	CSc1nc2sc3c(c2c(=O)[nH]1)CC(C)(C)OC3
  5%	-4%	i	-12%	0%	-4%	-2%	20	-4%
47	CCCCn1c(N)c(N(CCC(C)C)C(=O)COC(=O)Cc2ccc(Cl)cc2)c(=O)[nH]c1=O
  105%[activator]	8%	?	12%	-3%	-20%	1%	?	-64%
48	O=c1[nH]c(C(F)(F)F)nc2ccccc12
  -6%	-5%	i	-5%	0%	16%	0%	39	9%
49	O=C(Cn1cnc2c(oc3ccccc32)c1=O)Nc1ccc(F)cc1F
  10%	.	i	.	.	2%	.	.	-1%
50	CCn1cc(/C=C/C(=O)Nc2ccc(C)cc2Br)cn1
  -9%	10%	i	3%	21%	-15%	1%	-29	-9%
51	Cc1nc2ccccc2nc(C)c1=NOCC(=O)N(c1ccccc1)C(C)C
  16%	-5%	i	10%	0%	9%	-1%	43	-6%
52	Cc1ccccc1NC(=O)c1ccc(Cl)c(NC(=O)c2ccncc2)c1
  0%	-691%[inhibitor]	i	3%	5%	8%	13%	21	-5%
53	COC(=O)c1ccccc1S(=O)(=O)Nc1ccc2cn[nH]c2c1
  6%	-2%	i	3%	-13%	-2%	-6%	32	9%
54	CC(=O)c1cc(C(=O)Nc2ccc3ccccc3c2)c(C)o1
  -7%	-5%	i	-5%	-9%	-3%	1%	60	-7%
55	CC1CC(C)CN(CCCNC(=O)CCC(=O)N2CC(C)Oc3ccccc32)C1 (configuration not stated)
  -2%	1%	i	-1%	-18%	-3%	-1%	-2	-18%
56	CN1CCN(C(=O)c2ccc(COc3ccc(Cl)cc3Cl)cc2)CC1
  7%	2%	i	?	?	-13%	?	-4	-40%
57	COc1ccc(-c2cnc(C(N)=O)c(=O)[nH]2)cc1
  .	.	.	.	8%	4%	-1%	-5	4%

# Hits appear at their usual frequency. About 8.9% of those tested had a hit in this group.
